USP2a block: USP2a (human) protease inhibition. O75604. USP2 core, Ub-CHOP2 coupled fluorogenic reporter, 485/531. Potency, µM (series often up to 38.3 µM), for the others: top-dose activity change, negative = inhibition, usual class: inhibitors. 330,000 tested, 0.01% active. AID 463254;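 note: potency is the fitted concentration of half-maximal effect; plate controls were DMSO wells for no effect and full inhibition by NEM control for full effect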
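USP2 core (10nM final) preincubated 30min RT with compound in 20mM Tris-HCl pH 8.0, 2mM CaCl2, 2mM beta-mercaptoethanol, 0.05% CHAPS; 25nM Ub-CHOP2 plus 25nM reporter substrate added, fluorescence (Ex485/Em531) read after 60min.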
TSHR antag: antagonists of human thyroid stimulating hormone receptor; activity change, negative = inhibition, % at 11.5 µM; TSHR-expressing cells, TSH-stimulated cAMP HTRF, 2 h; stronger effect = lower value; 330,000 tested, 0.2% active;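 active = activity change below a set negative limit, meaning inhibition stronger than a set level, cut at about -70% in these data; inconclusive = activity change between two set negative limits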; note: % is set by controls: 0 for no effect and ±100 for the full control effect
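Inhibition of cAMP made by TSHR-expressing cells under TSH stimulation (4nM final, EC80; 2 h, 37 deg C) is quantified with a one-step lysis HTRF kit, anti-cAMP cryptate versus cAMP-d2.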
B2AR arrestin: agonists driving beta-arrestin recruitment to human beta2-adrenergic receptor | Potency, µM (highest dose often 46.1 µM), without a hit: at the top dose activation, actives largely listed as activators | 330,000 tested, 0.02% active | beta-arrestin recruitment to beta2AR, cell-based reporter | AID 492947;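 note: potency is the fitted concentration of half-maximal effect; 0% = DMSO controls and full agonism = EC100 isoproterenol or metaproterenol; nearly all actives have a fitted effect of over 65% in size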
uPA surface inh: blocks generation of uPA at the cell surface. cell surface uPA generation assay, qHTS. Potency, µM (top dose mostly 38.3 µM), inactives show top-dose activity change, negative = inhibition, most hits filed as inhibitors. 330,000 tested, 0.31% active. AID 540303; active = well fitted inhibition curve with a large enough effect; inconclusive = small, poorly fitted or top-dose-only effect; inactive = no such curve, though single readings can be large or run the other way; tested in mouse RAW 264.7 cells; note: potency is the fitted concentration of half-maximal effect; % is set by controls: 0 for no effect and ±100 for the full control effect; nearly all actives have a fitted effect of over 55% in size
Tb PFK block: blocks T. brucei phosphofructokinase | T. brucei PFK, ADP-Glo luminescence | O15648 | Potency, µM (titrated, usually from 57.5 µM), without a hit: at the top dose activity, negative = inhibition, hits mostly inhibitors | AID 485367 | 330,000 tested, 0.17% active;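 note: potency is the fitted concentration of half-maximal effect; 0% = uninhibited 1x PFK enzyme wells and -100% = no-enzyme wells; nearly all actives have a fitted effect of over 60% in size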
Target sequence (O15648 whole entry, looked up): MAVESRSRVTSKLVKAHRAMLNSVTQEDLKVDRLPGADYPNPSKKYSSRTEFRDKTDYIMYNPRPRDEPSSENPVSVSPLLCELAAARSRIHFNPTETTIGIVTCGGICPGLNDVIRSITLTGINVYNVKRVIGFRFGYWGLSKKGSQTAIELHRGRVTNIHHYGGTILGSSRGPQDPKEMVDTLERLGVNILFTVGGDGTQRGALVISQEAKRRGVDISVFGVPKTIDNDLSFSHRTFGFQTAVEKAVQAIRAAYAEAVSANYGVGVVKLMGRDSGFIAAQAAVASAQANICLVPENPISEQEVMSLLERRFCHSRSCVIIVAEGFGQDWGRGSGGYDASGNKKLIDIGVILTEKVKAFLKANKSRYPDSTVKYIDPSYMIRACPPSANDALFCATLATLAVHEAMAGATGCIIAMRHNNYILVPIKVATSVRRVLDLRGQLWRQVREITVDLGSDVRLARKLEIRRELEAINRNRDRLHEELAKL
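Activity is normalized to no-enzyme wells (full inhibition) and 1.25 nM enzyme wells (no inhibition). Reaction: 0.5 mM F6P, 0.1 mM ATP, 45 min RT, ADP-Glo luminescence; concentration-response curves fitted and classed by quality.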
PTAP TSG101 blk: blocks PTAP/TSG101 interaction to inhibit HIV-1 budding | Fluorescence polarization, FITC-PTAP peptide / Tsg101 binding | Potency, µM (series often up to 115 µM), inactives show at the highest dose activity change, negative = inhibition, actives largely listed as inhibitors | Q99816 | AID 493005 | 340,000 tested, under 10 active; active = well fitted inhibition curve with a large enough effect in the main read-out, with a control signal flat, not every such curve was filed as active; inconclusive = small, poorly fitted or top-dose-only effect, or effect the other way, or a change in a side signal; inactive = no such curve, though single readings can be large or run the other way; note: potency is the fitted concentration of half-maximal effect; % of control where 0% means no effect
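Steps: Tsg101 binding domain dispensed (10 uM final), compounds pinned in DMSO, FITC-labeled PTAP-motif peptide added (50 nM final); after 20 min binding at room temperature, polarization measured.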
TCR act: activates T cell receptor signaling. primary human leukocytes, anti-CD3, IL-2 HTRF, 48 h. Potency, µM (doses to about 9.22 µM), for the others: at the top dose activation of IL-2 secretion, usual class: activators. 330,000 tested, under 10 active; note: % of control where 0% means no effect
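Primary human leukocytes incubated 48 hr with anti-CD3 beads plus compound, without co-stimulation. Secreted IL-2 measured by HTRF (europium cryptate/d2 anti-IL-2 pair, 320 nm excitation, 665 nm emission).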
Eya2 phos inh: blocks the phosphatase activity of human Eya2. recombinant Eya2, OMFP fluorescence dephosphorylation (OMFP is methylfluorescein phosphate). 330,000 tested, 0.006% active. Potency, µM (doses to about 76.9 µM), for the others: at the top dose activity, negative = inhibition, hits mostly inhibitors; note: potency is the fitted concentration of half-maximal effect; % is set by controls: 0 for no effect and ±100 for the full control effect
Target sequence (O00167 whole entry, looked up): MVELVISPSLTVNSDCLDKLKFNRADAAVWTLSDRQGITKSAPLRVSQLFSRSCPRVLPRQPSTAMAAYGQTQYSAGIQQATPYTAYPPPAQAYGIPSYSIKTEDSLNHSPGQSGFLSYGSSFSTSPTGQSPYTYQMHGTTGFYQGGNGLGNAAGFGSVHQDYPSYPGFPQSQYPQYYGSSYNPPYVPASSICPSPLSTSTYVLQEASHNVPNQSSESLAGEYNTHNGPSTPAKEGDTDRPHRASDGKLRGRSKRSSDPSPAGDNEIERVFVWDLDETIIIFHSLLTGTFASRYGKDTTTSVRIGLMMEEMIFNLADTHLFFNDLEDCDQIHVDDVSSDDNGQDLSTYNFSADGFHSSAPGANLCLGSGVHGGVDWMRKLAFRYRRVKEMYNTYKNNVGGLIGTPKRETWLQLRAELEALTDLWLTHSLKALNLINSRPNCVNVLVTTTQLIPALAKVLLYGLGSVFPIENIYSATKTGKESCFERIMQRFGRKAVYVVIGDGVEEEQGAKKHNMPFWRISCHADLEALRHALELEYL
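Eya2 (0.2 uM) preincubated 10 min at ambient with compound, then OMFP substrate added at 50 uM; 10 min reaction in 50 mM HEPES pH 7.5, 50 mM NaCl, 5 uM MgCl2, 0.05% BSA, 1 mM DTT. Fluorescence read at Ex 485/Em 525 nm.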
Chronic BCR inh: chronic active BCR signaling inhibition. ABC-DLBCL IkBa-CBG/CBR reporter, luminescence ratio, 4 h. Potency, µM (titrated, usually from 46.1 µM), for the others: top-dose ratio change, negative = lower green/red ratio, most hits filed as inhibitors. 340,000 tested, 0.05% active. AID 493014; active = well fitted inhibition curve with a large enough effect in the signal ratio, with a control signal flat, not every such curve was filed as active; inconclusive = small, poorly fitted or top-dose-only effect, or effect the other way, or a change in a side signal; the % refers to the signal ratio;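 note: potency is the fitted concentration of half-maximal effect; plate controls were basal doxycycline-induced cells for no effect and cells given 10 µM MG132 for full effect; MG132 reads +100%, hits lower the ratio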
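TMD8 ABC-DLBCL cells carrying doxycycline-inducible green luciferase fused to IkappaBalpha plus unfused red luciferase were exposed to compounds (up to 46 uM) for 4 hrs at 37C. Activity came from the overlap-corrected green/red luminescence ratio.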
ELG1 repair inh: blocks ELG1-dependent DNA repair in HEK293T cells. HEK293T ELG1-luciferase reporter, luminescence, 16 h; DNA damage induced by 5-fluorouridine. Potency, µM (titrated, usually from 46.1 µM), inactives show at the top dose activity change, negative = inhibition, most hits filed as inhibitors. 330,000 tested, 2.3% active. AID 504467; note: potency is the fitted concentration of half-maximal effect; % is set by controls: 0 for no effect and ±100 for the full control effect; nearly all actives have a fitted effect of over 55% in size
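Step one: seed 2,000 cells per well. Step two: pin-transfer compound or DMSO alongside 5-fluorouridine. Step three: incubate 16 hr, 37 °C, 5% CO2. Step four: add ONE-Glo, wait 30 min, read luminescence.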
Mito fusion act: inhibitors of mitochondrial division or activators of mitochondrial fusion; S. cerevisiae fusion-defective mutant growth rescue, CellTiterGlo 48 h; Potency, µM (highest dose often 46.1 µM), inactives show at the top dose growth rescue (activation), usual class: activators; 320,000 tested, 0.23% active; AID 485298;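 note: potency is the fitted concentration of half-maximal effect; % of control where 0% means no effect; nearly all actives have a fitted effect of over 45% in size; temperature-sensitive fusion mutants such as fzo1-1 at 37 °C on non-fermentable ethanol glycerol medium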
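Read-out: ATP-based luminescence (CellTiterGlo, 10 min ambient) reporting growth of fusion-defective ts yeast after 48 hours at 37C on glycerol/ethanol YPEG medium in the presence of compound.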
Starred values were filed as active, the others as inactive; ? = inconclusive; · = no result given; [ ] = remark or other dose. Unless noted, calls come from the whole dose curve; as a rule, active = well fitted curve in the direction sought with a large enough effect; inconclusive = small, poorly fitted or top-dose-only effect, or another doubt; inactive = no such curve, though single readings can be large; an effect the other way counts as inactive or inconclusive. The list is partial. The share of hits here may be higher or lower than overall.

SMILES	USP2a block	TSHR antag	B2AR arrestin	uPA surface inh	Tb PFK block	PTAP TSG101 blk	TCR act	Eya2 phos inh	Chronic BCR inh	ELG1 repair inh	Mito fusion act
CNC(=O)Oc1cccc(-c2cn3cc(Cl)ccc3n2)c1	3%	-5	-0.7%	?	-17%	0%	-3%[46.1 µM]	3%	?	?	-15%
OC(C#CCN1CCOCC1)(c1ccccc1)C1CCCC1 (stereo unspecified)	0%	-12	-1.0%	8%	5%	-1%	-2%[46.1 µM]	3%	-13%	?	-3%
COc1c(C)cc(C(=O)C2CCCN(C3CCOCC3)C2)cc1C (stereo unspecified)	6%	3	2.6%	-4%	-1%	-2%	0%	6%	?	?	11%
CNC(=O)OCCc1nccn1C	2%	3	-0.6%	0%	-1%	-1%	0%[46.1 µM]	3%	?	-1%	-4%
O=C(C1CC(=O)N(C2CCCCC2)C1)N1CCC2(CC1)OCCO2 (stereo unspecified)	0%	-2	-0.1%	-4%	-3%	-1%	-1%	7%	-1%	?	-8%
CCCNS(=O)(=O)c1ccc(OCC(=O)N2CCN(Cc3ccc4c(c3)OCO4)CC2)c(C)c1	0%	-14	-0.5%	-5%	?	0%	-1%	-10%	1%	?	8%
O=C(c1cc(F)ccc1F)C1CCCN(Cc2cc(Cl)ccc2O)C1 (stereo unspecified)	3%	-7	-0.7%	5%	-1%	-3%	·	-6%	1%	0%	-1%
CC1(C)CC(CCNCc2ccc3c(c2)OCO3)(Cc2ccccc2)CCO1 (stereo unspecified)	0%	38	-0.2%	-7%	-11%	-3%	0%	-9%	?	-14%	7%
N[C@@H](Cc1cc(I)c(O)c(I)c1)C(=O)O	1%	-4	-1.1%	?	-4%	-1%	5%	5%	4%	14%	1%
COc1ccc(-c2[nH]ncc2CNC(C)Cc2cccc(C)n2)cc1F (stereo unspecified)	2%	-1	-1.1%	0%	-3%	-5%	-2%	-7%	0%	4%	-2%
COc1ccccc1OCCNC(=O)c1cc(=O)[nH]c2ccccc12	-4%	-1	-0.2%	14%	-7%	-3%	-6%	3%	-5%	?	-3%
CCC(CC)N1CCN(C(=O)Cc2ccccc2)CC1	1%	-4	-0.6%	4%	-2%	-11%	2%[46.1 µM]	-19%	4%	-2%	-5%
CCn1ccnc1CN1CCCC(C(=O)c2cccc(C(F)(F)F)c2)C1 (stereo unspecified)	0%	-6	-1.1%	0%	0%	-12%	·	-3%	7%	-25%	-4%
COc1ccc(C(C)=O)cc1CC(C(=O)c1ccc(Br)cc1)N(C)C (stereo unspecified)	1%	7	0.1%	2%	3%	-1%	1%[46.1 µM]	-2%	-15%	-9%	-2%
COC(=O)C1=C(c2ccc(Cl)c(C(F)(F)F)c2)C[C@@H]2CC[C@H]1N2C(=O)NCC1CC1	-1%	59	0.2%	-4%	10%	-9%	3%	-21%	?	-5%	9%
CCN(C[C@H]1N[C@@](CC)(C(=O)OC)[C@H]2C(=O)N(Cc3ccccc3)C(=O)[C@@H]12)S(=O)(=O)c1ccc(C)cc1	-4%	-2	-0.9%	7%	2%	-1%	-3%	-7%	-2%	?	·
CC(C)(C)c1ccc(CN2C(=O)CN=C(c3ccccc3)c3ccccc32)cc1	-6%	-11	-0.1%	·	-2%	-6%	4%	-1%	22%	3%	-7%
COC12C(COC(N)=O)C3=C(C(=O)C(C)=C(N)C3=O)N1CC1C2N1C (stereo unspecified)	8%	-14	-0.3%	?	3%	0%	7%	9%	?	?	-3%
O=C(O)CCn1cc(C=C2C(=O)NC(=S)NC2=O)c(-c2ccccc2)n1	4%	18	-0.2%	-2%	-22%	-1%	-2%	3%	-1%	10%	13%
O=C(c1cc2cc(F)ccc2[nH]1)N1CCC2(CC1)OCCO2	2%	14	-0.1%	8%	-6%	-3%	4%	-2%	5%	?	0%
Cc1ccc2nc(-c3ccncc3)cc(C(=O)N3CCC4(CC3)OCCO4)c2c1	1%	7	-0.1%	10%	2%	-4%	0%	3%	2%	?	11%
CN1CCN(C(=S)c2ccc([N+](=O)[O-])cc2)CC1	1%	15	2.4%	8%	-6%	0%	4%[46.1 µM]	0%	5%	?	0%
CC(C)C(=O)N1CCN(CCN=Cc2c(O)n(C)c(=O)n(C)c2=O)CC1	3%	-1	0.4%	·	8%	-6%	1%	4%	?	5%	2%
Cc1nn(C2CCOC(C)(C)C2)c2c1C(c1ccc3c(c1)OCO3)SCC(=O)N2 (stereo unspecified)	0%	-10	-0.3%	6%	0%	-2%	3%	6%	0%	0%	2%
Cc1cc(C=C2C(=O)NC(=O)NC2=O)c(C)n1-c1cccnc1	-1%	0	-0.1%	-3%	-9%	0%	2%	-9%	-9%	-2%	-1%
COC(=O)C1=C(c2ccccc2OCc2ccccc2)C[C@@H]2CC[C@H]1N2C(=O)NCc1ccc(F)cc1	0%	-3	0.4%	-16%	-1%	-10%	4%	-2%	?	-23%	?
CCN1CCN(c2ccc([N+](=O)[O-])cc2C#N)CC1	3%	8	0.0%	-3%	-4%	-1%	-1%	-6%	5%	5%	?
O=C(c1ccc2c3c(cccc13)CC2)C1CCCN(Cc2ncc[nH]2)C1 (stereo unspecified)	0%	8	0.2%	2%	0%	0%	-6%	4%	5%	-6%	-13%
O=C(c1cc(C(=O)NCc2ccccc2)c(=O)n(Cc2ccccc2)c1)c1cc(Br)ccc1O	-4%	7	-0.4%	-6%	-4%	-10%	-5%[46.1 µM]	1%	?	?	13%
Cc1ccc(CN2C(=O)CN=C(c3ccccc3)c3ccccc32)cc1	1%	11	4.6%	2%	0%	-3%	-2%[46.1 µM]	-6%	-8%	-8%	?
O=C(CN1CCN(S(=O)(=O)c2ccc3ccccc3c2)CC1)NC(=O)NC1CCCCC1	0%	-20	0.2%	-6%	4%	-9%	-5%	-19%	5%	?	16%
C=CCN1C(=O)N/C(=C/c2ccc(C)o2)C1=O	8%	1	6.7%	?	17µM*	-1%	9%	1%	-5%	26%	-2%
O=C1NC(=O)C(CCc2ccncc2)(CCc2ccncc2)C(=O)N1Cc1ccccc1	2%	-7	-0.2%	-6%	4%	-1%	-25%	-3%	6%	11%	-1%
CCn1c(=O)cc(SCC(=O)N2CCC3(CC2)OCCO3)c2ccccc21	-1%	-6	0.3%	·	-3%	-7%	4%	5%	-9%	?	3%
CCOc1ccc2oc(C(=O)NN3C(C)CCCC3C)c(C)c2c1 (stereo unspecified)	-2%	-10	-0.3%	6%	-2%	-4%	-1%	-10%	-1%	-13%	2%
CCOC(=O)c1c(N)n(Cc2ccco2)c2nc3ccccc3nc12	3%	-6	-0.7%	3%	-5%	-12%	1%	-4%	?	?	8%
COc1cc(C(c2c(O)c3ccccc3oc2=O)c2c(C)n(C)n(-c3ccccc3)c2=O)ccc1O (stereo unspecified)	-1%	4	-0.8%	-18%	-3%	-2%	2%[46.1 µM]	-3%	?	11%	-3%
COc1cccc(NP(=O)(Oc2ccccc2)Oc2ccccc2)c1	-3%	6	-0.3%	-15%	-3%	-3%	1%[46.1 µM]	-7%	?	?	?
CN1CCC(N(C)c2ncnc3ccc(Br)cc23)CC1	-2%	-2	0.0%	8%	-2%	-2%	-14%	6%	?	?	5%
COc1cccc(CCNCc2ccc(SC)cc2)c1	3%	-4	-1.4%	-8%	-1%	0%	5%[46.1 µM]	-2%	-2%	4%	0%
N#CCP(=S)(c1ccccc1)c1ccccc1	-9%	9	-0.1%	3%	-1%	2%	-4%[46.1 µM]	6%	-3%	3%	8%
Cn1cccc1/C=C1\SC(=S)N(CC(=O)O)C1=O	11%	-6	0.0%	15%	?	?	0%[46.1 µM]	-1%	4%	17%	-3%
Cc1ccc2c(c1)C1CN(C)CCC1N2C(=O)c1cn(-c2ccccc2)nc1-c1ccccc1 (stereo unspecified)	-4%	-5	0.1%	?	3%	-4%	5%	5%	-2%	?	-23%
Cc1ccc2c(c1)C1CN(C)CCC1N2C(=O)Cc1cccs1 (stereo unspecified)	1%	-3	0.5%	3%	-1%	-5%	3%	-16%	1%	2%	-4%

Screens from PubChem BioAssay.
